Rad51 HR inh: blocks human Rad51 in homologous recombination; Q06609; hRad51 DNA strand exchange, fluorescence dequenching; inhibition, % at 10 µM; 200,000 tested, 0.085% active; AID 1385;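 active = inhibition above 40% at the single screening dose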;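 note: 0% = DMSO control wells and 100% = blanks with heterologous ssDNA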
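Assay system: Human Rad51 nucleoprotein filaments preassembled on unlabelled ssDNA | Reagent: Donor/quencher-labelled 47-bp dsDNA substrate | Doses: One concentration, 10 µM final | Times: 37 °C 15-min filament assembly, 30-min compound preincubation, 15-min exchange | Technique: Fluorescein emission 520 nm, excitation 485 nm | Benchmarks: Plate control and blank wells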
14-3-3 Bad PPI: disrupts binding of bovine 14-3-3 zeta to phospho-Bad peptide; P63103; TR-FRET 14-3-3zeta/Dy647-pBad peptide displacement, 1 h; inhibition, % at 21.7 µM; 220,000 tested, 0.71% active; AID 781;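 active = inhibition above about 70%, limit read from the data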;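 note: 0% = full 14-3-3 plus peptide FRET controls and 100% = background without 14-3-3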
hK5 inh: blocks human kallikrein 5 protease activity. 210,000 tested, 0.59% active. recombinant hK5, fluorogenic AMC substrate cleavage. inhibition, % at 5 µM. AID 873;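 active = inhibition of 40% or more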;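 note: 0% = enzyme controls without compound and 100% = no-enzyme blanks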
Target sequence (Q9Y337 67-293 limits assumed): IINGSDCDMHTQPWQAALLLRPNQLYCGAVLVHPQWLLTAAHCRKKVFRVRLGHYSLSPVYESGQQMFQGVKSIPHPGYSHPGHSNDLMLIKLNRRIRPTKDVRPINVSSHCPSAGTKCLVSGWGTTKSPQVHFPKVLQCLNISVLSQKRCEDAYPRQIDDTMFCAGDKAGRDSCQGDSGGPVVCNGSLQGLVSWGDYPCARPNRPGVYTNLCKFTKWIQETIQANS
MDM2 E3 inh: blocks human Mdm2 ubiquitin ligase activity | signal enhancement, % at 5 µM | 210,000 tested, 0.11% active | cell-based MDM2 ubiquitination luciferase reporter, 2 h; 0 = plate control, 100 = twice control, blank-subtracted | AID 1230 | Q00987;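 active = signal enhancement of 30% or more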;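 note: luminescence tracks abundance of the self-degrading MDM2-luciferase fusion protein; higher signal means inhibition of MDM2 E3 ligase activity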
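Assay system: stable mammalian line carrying autodegrading MDM2–luciferase fusion reporter; Input: 2000 cells in each well; Compound dosing: single-point 5 µM; Schedule: 2 h compound exposure at 37 °C; Signal: SteadyLite luciferase luminescence after 15 min room-temperature reagent incubation; Evaluation: % luminescence enhancement versus blank-corrected plate control mean; Benchmarks: plate controls and plate blanks.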
FXIa inh: inhibitors of human coagulation factor XIa; P03951; 220,000 tested, 0.14% active; purified FXIa, Boc-Glu-Ala-Arg-AMC fluorogenic substrate; AID 798; inhibition, % at 5 µM;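 active = inhibition of at least 40%; inactive = inhibition below 40%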;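 note: fluorescence of freed AMC excited at 355 nm; 0% = enzyme without compound and 100% = no enzyme blank; many of its hits are not listed in these tables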
p97 ATPase inh: human p97 ATPase inhibition. recombinant p97 ATPase, Kinase-Glo ATP luminescence, 3 h. inhibition, % at 8 µM. 220,000 tested, 0.42% active; in the data active = inhibition above about 15%;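 note: 0% = DMSO vehicle and 100% = wells lacking enzyme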
Wee1 stabilizer: blocks degradation of human Wee1 kinase | P30291 | HeLa Luc-Wee1K328M stability, luciferase luminescence; 100% = proteasome inhibitor MG132 effect | reporter increase, % at 5 µM | 220,000 tested, 1.2% active | AID 1321;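 active = activation above the mean of all tested compounds plus 3 SD, set per screening run, cut at about 8.8% in these data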;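 note: cells exposed to compound for 20 h before luminescence read; 0% = DMSO alone and 100% = MG132 at 30 µM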
FXIIa inh: blocks human coagulation factor XIIa protease activity; P00748; purified FXIIa, Boc-QGR-AMC fluorogenic substrate, 2 h; inhibition, % at 5 µM; 220,000 tested, 0.3% active; AID 800; in the data active = inhibition above about 40%;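 note: 0% = enzyme with no compound and 100% = blank without enzyme; many of its hits are not listed in these tables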
Target sequence (P00748 20-372 limits assumed): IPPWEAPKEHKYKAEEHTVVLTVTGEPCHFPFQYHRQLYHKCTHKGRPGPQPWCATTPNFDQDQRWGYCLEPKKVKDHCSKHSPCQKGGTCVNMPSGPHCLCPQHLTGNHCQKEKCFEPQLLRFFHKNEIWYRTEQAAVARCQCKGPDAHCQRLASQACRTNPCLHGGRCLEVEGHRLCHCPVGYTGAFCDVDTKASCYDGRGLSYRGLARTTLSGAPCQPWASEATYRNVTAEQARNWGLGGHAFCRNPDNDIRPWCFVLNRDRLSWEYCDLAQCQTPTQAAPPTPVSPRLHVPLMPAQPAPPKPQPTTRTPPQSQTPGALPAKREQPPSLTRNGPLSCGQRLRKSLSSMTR
Target sequence (P00748 373-615 limits assumed): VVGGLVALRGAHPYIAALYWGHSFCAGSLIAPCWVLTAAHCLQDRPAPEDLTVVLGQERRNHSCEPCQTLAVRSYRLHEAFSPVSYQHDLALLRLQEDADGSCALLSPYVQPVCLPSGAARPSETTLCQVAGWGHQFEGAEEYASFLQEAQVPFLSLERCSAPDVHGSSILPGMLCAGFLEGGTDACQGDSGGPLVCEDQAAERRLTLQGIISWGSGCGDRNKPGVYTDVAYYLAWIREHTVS
eIF4E-4G inh: inhibitors of eIF4E and eIF4G interaction in translation initiation; P63073+Q04637; TR-FRET eIF4E-eIF4GI(517-606) binding, 2 h; inhibition, % at 21.7 µM; 220,000 tested, 0.37% active; AID 782;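 active = inhibition above about 30%, limit read from the data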;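 note: 0% = full FRET control wells and 100% = background wells lacking eIF4GI fragment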
The depositor's hits bear a star; / = no result given; [ ] = dose if it differs, or a comment.

Rad51 HR inh | 14-3-3 Bad PPI | hK5 inh | MDM2 E3 inh | FXIa inh | p97 ATPase inh | Wee1 stabilizer | FXIIa inh | eIF4E-4G inh | mol
-16.5 | 2.6 | -5.2 | / | -1.7 | 4.8 | -0.7 | 7.5 | -4.0 | CC1(CCc2ccccc2)NC(=O)N(CC(=O)Nc2ccccc2)C1=O (stereo not drawn)
0.5 | -1.8 | -2.3 | 10.0 | -1.8 | / | / | 5.4 | -2.0 | COc1ccc(-c2ccc(OC)c([C@H]3[C@H]4C=CC[C@@H](C)[C@@H]4C(=O)N3Cc3ccccc3)c2)cc1C
8.3 | -8.3 | 7.8 | / | 6.2 | -5.5 | 1.0 | 9.0 | -7.7 | COc1ccc(C(=O)N2CCN(c3cccc(Cl)c3)CC2)cc1
2.1 | 2.4 | -6.4 | -20.2 | -5.7 | 9.1 | -3.2 | 5.4 | 5.8 | Cc1cc(-c2onc(C)c2C(N)=O)no1
14.3 | 11.2 | -2.5 | -5.2 | 7.1 | 0.4 | -2.9 | 6.8 | 1.8 | CC(/C=C1\SC(=S)N(C(C(=O)O)c2ccccc2)C1=O)=C\c1ccccc1 (stereo not drawn)
-193.0 | -13.1 | 1.1 | -16.5 | 2.7 | -0.9 | 1.6 | 10.3 | 3.7 | CSc1cccc(NC(=O)c2ccccn2)c1
13.9 | -1.2 | 2.9 | -12.3 | 3.0 | 10.7 | -0.2 | 4.6 | -10.2 | CC(C)(C)N=C1NN=C(c2ccc(Cl)cc2)CS1
1.5 | -7.5 | -6.7 | 3.6 | -0.7 | 1.3 | 0.6 | 12.2 | 1.3[fluorescence artefact?] | CN(Cc1ccccc1)C(=O)CN1C(=O)C2C3C=CC(C3)C2C1=O (stereo not drawn)
-5.0 | 5.8 | 0.0 | -9.5 | -5.3 | -3.4 | -1.4 | -3.2 | 3.1 | CCC1CCCCN1CCCNC(=O)Cn1nc(-c2ccc(C)cc2)ccc1=O (stereo not drawn)
4.7 | 7.1 | -10.5 | 4.7 | 5.0 | 5.9 | -0.7 | 7.3 | -1.6 | C/C(=N\NC(=O)c1ccccc1)c1ccc(N2CCOCC2)cc1
3.4 | 12.0 | -2.4 | -1.8 | -4.1 | -2.9 | -0.3 | 12.2 | 1.3 | CCN1CCN(C(=O)Nc2cccc(C(F)(F)F)c2)CC1
-8.8 | -10.2 | 0.1 | -2.4 | 2.7 | -8.3 | -0.5 | 11.8 | -2.7 | O=C(Nc1ccc(F)cc1)c1nc2c(nnn2Cc2cccc3ccccc23)c(=O)[nH]1
-4.2 | -11.7 | -19.3 | -1.4 | 1.4 | 2.3 | -2.4 | 8.4 | -0.8 | Cc1cccc(NC(=O)NNC(=O)c2sccc2-n2cccc2)c1
-2.1 | -3.2[fluorescence artefact?] | -3.3 | -8.9 | 1.1 | -2.7 | -3.2 | -3.0 | 1.7[fluorescence artefact?] | Cc1cc(C(F)(F)F)c(C#N)c(SCC(=O)Nc2nc3cc(Br)ccc3s2)n1
-34.3 | -3.0 | -2.1 | 1.2 | -2.5 | 1.9 | -1.0 | 7.3 | -0.3 | O=C(CN1CCCCCC1=O)N1CCN(S(=O)(=O)c2cccs2)CC1
3.6 | 1.4 | -3.9 | -14.9 | -7.7 | -3.3 | -1.2 | 2.8 | 0.8 | Nc1nc(SCC(=O)Nc2ccc3c(c2)OCO3)n[nH]1
3.8 | 7.6 | 14.1 | -8.0 | -2.1 | -1.2 | 0.2 | 5.2 | 1.1 | COc1ccc(C(NC(=O)C(C)(C)C)NC(=O)C(C)(C)C)cc1
1.9 | 7.3[fluorescence artefact?] | -11.8 | 7.3 | 7.2 | 1.4 | 0.9 | 9.5 | 13.0[fluorescence artefact?] | COc1ccc(OC)c(NC(=O)c2cccnc2Sc2ccccc2)c1
/ | -7.1 | -10.4 | -10.5 | 1.1 | -6.1 | -1.4 | 15.4 | -0.7 | CCCCC(c1nnnn1CS(=O)(=O)c1ccc(C)cc1)N1CCN(c2ccccc2)CC1 (stereo not drawn)
/ | 3.3 | -2.0 | -11.4 | 18.4 | -7.1 | -1.9 | 28.1 | -0.2 | O=C(c1nc2n(n1)C(c1ccc(Cl)cc1)C=C(c1ccccc1)N2)N1CCOCC1 (stereo not drawn)

Rad51 HR inh | 14-3-3 Bad PPI | hK5 inh | MDM2 E3 inh | FXIa inh | p97 ATPase inh | Wee1 stabilizer | FXIIa inh | eIF4E-4G inh | mol
4.5 | 6.9 | -1.4 | 7.0 | -3.5 | 4.4 | -2.0 | 4.8 | -3.0 | O=C(N/N=C/c1oc(O)c2ccccc12)c1ccccc1
-0.6 | -2.4 | -6.4 | -7.3 | 25.6 | 5.9 | 0.8 | 0.5 | 12.8 | O=C(CSc1nnc(-c2ccco2)o1)c1ccc[nH]1
-5.9 | 9.8 | 10.7 | -90.5 | 27.7 | 1.6 | -1.4 | 26.1 | -0.2 | O=C(O)CSCc1nc2scc(-c3ccccc3)c2c(=O)[nH]1
-3.7 | 69.7 | -31.1 | -12.3 | 4.6 | -1.9 | -2.0 | 13.3 | -13.7 | O=C(CN1CCN(c2ccc(F)cc2)CC1)N1CCC(Cc2ccccc2)CC1
0.8 | -7.6 | 7.9 | -10.6 | -0.7 | 7.5 | 1.8 | 4.9 | -1.7 | O=C(/C=C/c1ccco1)NC(=S)Nc1ccccc1N1CCCC1
3.0 | 0.4 | -6.3 | -3.2 | 5.4 | 3.5 | -0.2 | 17.3 | 0.7 | Cc1ccc(NC2c3ccccc3C(=O)N2CCN2CCOCC2)cc1 (stereo not drawn)
-5.7 | 8.2 | -6.1 | -1.4 | 1.0 | -4.1 | 3.9 | -6.2 | -5.8 | O=C(Oc1ccc2c(c1)C(=O)c1ccccc1CO2)c1ccccc1
/ | -0.5 | 17.4 | -0.6 | -6.4 | -1.7 | 4.2 | 3.6 | 2.0 | Cc1cc(NC(=O)COC(=O)COc2ccc(C(=O)c3ccccc3)cc2)no1
2.7 | 1.8 | -6.7 | -8.2 | 0.6 | -1.0 | 4.0 | 14.8 | 5.8 | Cc1noc(C)c1S(=O)(=O)N(CC(=O)N1CCCC1)c1ccc(C(C)C)cc1
5.7 | -1.6 | -3.0 | -7.8 | 1.9 | -1.5 | -3.6 | 5.9 | 0.3 | CCn1cc(Cl)c(C(=O)Nc2cccc(C(F)(F)F)c2)n1
/ | -8.9 | 1.7 | -14.8 | 2.9 | 8.3 | -2.9 | 4.5 | -1.8 | CCOC(=O)c1ccc(Oc2cn[nH]c2-c2ccc(O)cc2O)cc1
-6.1 | -6.5 | -4.4 | -32.0 | 4.6 | 0.3 | 2.8 | 19.3 | 2.3 | CCOc1ccc(S(=O)(=O)Nc2ccccc2C(=O)NCC2CCCO2)cc1 (stereo not drawn)
-7.1 | -5.2 | -3.2 | 6.1 | 0.5 | 5.5 | 5.3 | -3.8 | -2.6 | CCCOc1ccc(C(=O)OCC(=O)c2c(N)n(C)c(=O)n(C)c2=O)cc1OC
4.7 | 1.5 | -5.1 | 1.4 | -8.1 | -2.8 | 2.2 | 7.0 | -2.5 | COc1ccc2sc(N(CCN(C)C)C(=O)c3cc(Cl)sc3Cl)nc2c1
/ | -2.0 | -8.2 | -10.8 | -0.1 | 4.9 | 0.1 | 1.2 | 3.6 | COc1cc(OC)c(NC(=O)CC(C)=O)cc1Cl
0.6 | 1.8 | -7.9 | -4.5 | -1.1 | 0.2 | -2.3 | 6.1 | 3.5 | c1cc(CNc2ccc3c(c2)OCO3)ccn1
5.0 | 2.8 | 3.0 | -8.5 | 1.8 | 13.3 | -3.0 | 0.3 | 0.3 | COc1cc(-c2nnc(-c3cccs3)o2)cc(OC)c1OC
7.6 | -7.2 | -23.3 | -1.2 | 2.2 | -6.3 | -0.9 | 14.0 | 0.7 | CC(=O)c1c(C)[nH]c(C(=O)OCC(=O)Nc2cc(C(F)(F)F)ccc2N2CCOCC2)c1C
5.7 | -2.1 | -33.4 | -22.8 | -5.4 | 7.8 | -0.3 | 15.5 | -4.6[fluorescence artefact?] | COc1ccccc1N(CC(=O)Nc1ccc2c(c1)OCCO2)S(C)(=O)=O
22.0 | -0.8 | / | -5.5 | -3.9 | -3.6 | 1.2 | 0.4 | 2.7 | COc1ccc(Cc2noc(CN(C)CCN3CCc4ccccc4C3)n2)cc1OC

Of the compounds above, two contain a COOH group:
Rad51 HR inh | 14-3-3 Bad PPI | hK5 inh | MDM2 E3 inh | FXIa inh | p97 ATPase inh | Wee1 stabilizer | FXIIa inh | eIF4E-4G inh | mol
14.3 | 11.2 | -2.5 | -5.2 | 7.1 | 0.4 | -2.9 | 6.8 | 1.8 | CC(/C=C1\SC(=S)N(C(C(=O)O)c2ccccc2)C1=O)=C\c1ccccc1 (stereo not drawn)
-5.9 | 9.8 | 10.7 | -90.5 | 27.7 | 1.6 | -1.4 | 26.1 | -0.2 | O=C(O)CSCc1nc2scc(-c3ccccc3)c2c(=O)[nH]1

The list goes on.
Rad51 HR inh | 14-3-3 Bad PPI | hK5 inh | MDM2 E3 inh | FXIa inh | p97 ATPase inh | Wee1 stabilizer | FXIIa inh | eIF4E-4G inh | mol
/ | -3.0 | / | / | 0.9 | 2.2 | -0.9 | 5.6 | 0.9 | CCc1cc2cc(OC)ccc2nc1SCC(=O)NNC(=O)c1ccco1
0.3 | 2.4 | 3.2 | -6.2 | -3.5 | -4.7 | 3.5 | 12.1 | -1.0 | CCN(CC)CCN1C(=O)C(=O)/C(=C(/O)c2c(C)[nH]c(C(=O)OC)c2C)C1c1ccc(C)o1 (stereo not drawn)
-1.1 | -21.5 | 0.9 | 1.4 | -3.2 | -0.2 | 3.3 | 6.2 | 0.0 | CCNC(=S)N1CCN(S(=O)(=O)c2ccccc2C(F)(F)F)CC1
-1.1 | 9.1 | -5.5 | -25.1 | 12.2 | 6.1 | -1.1 | 9.0 | 8.6 | O=C1CC(c2ccccc2)n2nc(NC(=O)c3ccccc3)nc2N1 (stereo not drawn)
-22.9 | 5.1 | -52.4 | -0.5 | 2.6 | 3.1 | 0.9 | 16.2 | -4.6 | Cc1ccc(S(=O)(=O)N[C@H](C(=O)Oc2ccc3c(C(F)(F)F)cc(=O)oc3c2)c2ccccc2)cc1
-5.7 | -4.7 | -3.5 | -12.7 | -5.5 | 7.2 | 1.1 | -6.1 | -5.4 | CCNC(=O)c1sc(-c2ccccc2)nc1C
/ | 36.6[fluorescence artefact?] | -26.0 | / | 12.8 | 4.3 | 2.3 | 15.3 | 2.0 | CC(C)(C)N1C(=O)c2ccc(C(=O)Nc3ccc(-c4nc5ccccc5[nH]4)cc3)cc2C1=O
8.6 | -6.4 | 2.1 | -12.4 | 6.8 | -2.7 | -0.1 | 3.3 | 1.0 | O=C(NC(=S)NN1CCCCC1c1cccnc1)c1ccc(Cl)cc1Cl (stereo not drawn)
3.5 | -7.9 | 25.2 | -9.6 | 4.0 | 8.4 | 2.9 | 18.0 | -23.9[fluorescence artefact?] | CCCCn1c(SCC(=O)c2ccc(OC)cc2OC)nc2cc(S(N)(=O)=O)ccc21

Bioassay records (PubChem BioAssay)
